# Screening data deposited in PubChem by NCI.
# All columns: NCI-60 one-dose screen, growth in % after 48 h at 10 µM unless noted; 100 = growth as untreated, 0 = no growth, -100 = all killed.
# BT-549 = BT-549 breast cancer; hit rate 4.4% among 78,000
# LOX IMVI = LOX IMVI melanoma. AID 1794757. hit rate 7.4% among 79,000
# T-47D = T-47D breast cancer. hit rate 5% among 79,000. AID 1794792
# MDA-MB-231 = MDA-MB-231 breast cancer. AID 1794789. hit rate 5% among 81,000
# SK-MEL-2 = SK-MEL-2 melanoma; hit rate 4.7% among 77,000
# HS 578T = HS 578T breast cancer | hit rate 4.1% among 78,000 | AID 1794788
# MALME-3M = MALME-3M melanoma | hit rate 5.8% among 78,000
# MCF7 = MCF7 breast cancer; hit rate 6.3% among 82,000; AID 1794796
# * marks the source's active call; other numbers are inactive results; nt = no result given; & = joins results of further samples. Rule for the calls: active = growth percent below 10; inactive = the rest.
SMILES,BT-549,LOX IMVI,T-47D,MDA-MB-231,SK-MEL-2,HS 578T,MALME-3M,MCF7
CS(=O)(=O)OCCN(CCOS(C)(=O)=O)c1cccc(Cl)c1,102,98,90,104,107,110,81,99
CC(=O)Nc1ccc(-c2ccc(NC(C)=O)c(O)c2)cc1O,112,96,116,116,116,123,102,87
COc1cnc2c(c1)C(=O)c1c-2n(CCCNC2=NCCS2)c(=O)c2cc(Cl)ccc12,42,-90*,33,-71*,90,86,nt,-75*
NS(=O)(=O)c1ccc(CCn2c(SCC(=O)c3ccc(Br)cc3)nc3ccccc3c2=O)cc1,97,99,91,108,108,107,96,90
O=c1[nH]c2ccccc2c2nc3ccccc3c(=O)n12,99,97,74,100,111,97,107,70
Nn1c(-c2cccc(O)c2)nnc1-c1cccc(O)c1,nt,94,87,84,nt,104,91,89
Cc1cc2c(C(C)C)c(O)c(O)c(C=NCCCS(=O)(=O)O)c2c(O)c1-c1c(C)cc2c(C(C)C)c(O)c(O)c(C=NCCCS(=O)(=O)O)c2c1O,70,70,85,58,79,57,87,76
O=c1oc2ccc(Cl)cc2cc1-c1nn(-c2ccccc2)cc1-c1nn[nH]n1,99,94,99,98,103,100,100,101
COC1=NC2=NCCN2C(OC)=N1,102,105,113,95,124,109,115,104
CCOc1c2ccc(Cl)cc2nc2ccc(OC)cc12,98,94,60,85,100,94,105,61

# Entries of single compounds from above:
# Record of NS(=O)(=O)c1ccc(CCn2c(SCC(=O)c3ccc(Br)cc3)nc3ccccc3c2=O)cc1 = BT-549 = 97; LOX IMVI = 99; T-47D = 91; MDA-MB-231 = 108; SK-MEL-2 = 108; HS 578T = 107; MALME-3M = 96; MCF7 = 90
# Record of O=c1[nH]c2ccccc2c2nc3ccccc3c(=O)n12 = BT-549 = 99; LOX IMVI = 97; T-47D = 74; MDA-MB-231 = 100; SK-MEL-2 = 111; HS 578T = 97; MALME-3M = 107; MCF7 = 70

# (cont.)
SMILES,BT-549,LOX IMVI,T-47D,MDA-MB-231,SK-MEL-2,HS 578T,MALME-3M,MCF7
CCCSc1nc(N)nc2c1ncn2C1OC(CO)C(O)C1O (stereo unspecified),96,99,106,95,82,102,117,103
CN1CN(NC(=O)Nc2ccccc2)C(=O)c2ccccc21,114,109,119,128,113,116,102,95
Cc1cc(NC(=O)Nc2cc(F)ccc2F)no1,110,92,79,87,104,99,nt,60
COC(=O)Cn1c(-c2ccc(C)o2)nc2cc3nc4ccccc4nc3cc21,103,94,97,100,89,101,110,87
COc1ccccc1/C=N/NC(=O)O,92,90,78,82,100,96,95,92
CN1NC(=O)c2ccccc2NC1=S,95,97,103,100,109,98,101,100
O=C(OC(c1ccccc1)c1nccc2ccccc12)c1ccccc1 (stereo unspecified),113,96,78,78,95,112,119,101
CC(=O)O[C@]1(C)C(=O)C23C=CC1C[C@@]21O[C@@H]2C(C)(C)C=C[C@H](O)C23COC1=O,112,98,100,112,107,84,102,99
COc1ccc(Cn2cc3c(c2-c2ccccc2)CCc2cncnc2-3)cc1,nt,52,47,50,28,63,27,39
CN(Cc1ccccc1)c1nc(Cl)c(C2CC(c3ccc(F)cc3)=NN2c2cc(Cl)cc(Cl)c2)s1 (stereo unspecified),105,95,78,107,98,90,108,87

# 16 entries already listed, sorted by length of the SMILES, descending:
SMILES,BT-549,LOX IMVI,T-47D,MDA-MB-231,SK-MEL-2,HS 578T,MALME-3M,MCF7
Cc1cc2c(C(C)C)c(O)c(O)c(C=NCCCS(=O)(=O)O)c2c(O)c1-c1c(C)cc2c(C(C)C)c(O)c(O)c(C=NCCCS(=O)(=O)O)c2c1O,70,70,85,58,79,57,87,76
CC(=O)O[C@]1(C)C(=O)C23C=CC1C[C@@]21O[C@@H]2C(C)(C)C=C[C@H](O)C23COC1=O,112,98,100,112,107,84,102,99
CN(Cc1ccccc1)c1nc(Cl)c(C2CC(c3ccc(F)cc3)=NN2c2cc(Cl)cc(Cl)c2)s1 (stereo unspecified),105,95,78,107,98,90,108,87
NS(=O)(=O)c1ccc(CCn2c(SCC(=O)c3ccc(Br)cc3)nc3ccccc3c2=O)cc1,97,99,91,108,108,107,96,90
COc1cnc2c(c1)C(=O)c1c-2n(CCCNC2=NCCS2)c(=O)c2cc(Cl)ccc12,42,-90*,33,-71*,90,86,nt,-75*
O=c1oc2ccc(Cl)cc2cc1-c1nn(-c2ccccc2)cc1-c1nn[nH]n1,99,94,99,98,103,100,100,101
COC(=O)Cn1c(-c2ccc(C)o2)nc2cc3nc4ccccc4nc3cc21,103,94,97,100,89,101,110,87
COc1ccc(Cn2cc3c(c2-c2ccccc2)CCc2cncnc2-3)cc1,nt,52,47,50,28,63,27,39
CS(=O)(=O)OCCN(CCOS(C)(=O)=O)c1cccc(Cl)c1,102,98,90,104,107,110,81,99
CC(=O)Nc1ccc(-c2ccc(NC(C)=O)c(O)c2)cc1O,112,96,116,116,116,123,102,87
CN1CN(NC(=O)Nc2ccccc2)C(=O)c2ccccc21,114,109,119,128,113,116,102,95
CCCSc1nc(N)nc2c1ncn2C1OC(CO)C(O)C1O (stereo unspecified),96,99,106,95,82,102,117,103
Nn1c(-c2cccc(O)c2)nnc1-c1cccc(O)c1,nt,94,87,84,nt,104,91,89
CCOc1c2ccc(Cl)cc2nc2ccc(OC)cc12,98,94,60,85,100,94,105,61
Cc1cc(NC(=O)Nc2cc(F)ccc2F)no1,110,92,79,87,104,99,nt,60
COc1ccccc1/C=N/NC(=O)O,92,90,78,82,100,96,95,92

# (further entries)
SMILES,BT-549,LOX IMVI,T-47D,MDA-MB-231,SK-MEL-2,HS 578T,MALME-3M,MCF7
Cc1ccc2c(n1)C(=O)C(Br)=C(C(C)C)C2=O,91,96,82,82,110,85,97,68
Cc1cc2n(n1)-c1ccccc1-c1ccccc1C(=O)N2C,109,97,116,103,114,101,96,102
O=C1/C(=C/c2ccc(F)cc2)CNc2ccccc21,96,94,90,100,94,97,92,89
CC(=O)Nc1cccc(-n2cnc3cc(-c4ccc(O)cc4)ccc32)c1,49,37,28,61,29,-17*,74,31
COc1cc(/C=C2\C(=O)Nc3ccccc32)cc(OC)c1O,75,36,50,63,50,18,118,31
CCCCc1nc(Cl)c(C2CC(c3ccc(S(N)(=O)=O)cc3)=NN2c2ccc(C#N)cc2)[nH]1 (stereo unspecified),81,87,69,88,91,79,105,76
CC(=O)/C(C)=C\c1ccc(O)cc1,98,105,92,117,92,100,106,105
NC(C/[N+]([O-])=N/O)C(=O)O (stereo unspecified),83,83,90,96,106,104,101,90
C/C(=C(/c1ccc(O)cc1)c1ccc(OCCN(C)C)cc1)c1ccccc1,92,83,43,85,92,90,80,33
O=S1(=O)NC2c3ccccc3C=CN2c2ccncc21 (stereo unspecified),105,103,99,121,111,40,110,103
CCC(=O)Nc1ccc(C)c(Cl)c1,105,97,94,108,97,101,108,100
CC1(C)[C@H](O)CC[C@]2(C)[C@@H]1CC[C@@]13C[C@@H](CC[C@H]12)[C@H](C=O)C3,109,99,91,114,106,94,114,104
COc1ccc(/C=N\NC(=O)Cn2c3ccccc3c3ccncc32)cc1OC,94,100,86,91,100,99,123,103
COc1cccc(-c2nn(-c3ccccc3)cc2-c2ccnc(NCCNC(=O)c3ccccc3)c2)c1,38,69,19,55,85,68,96,63
COc1cc(-c2cc(-c3ccc(Nc4ncnc5cc(Cl)ccc45)cc3)nc(N3CCCCC3)n2)cc(OC)c1OC,84,97,91,92,91,99,95,87
CC(C)(C)c1cc(Cl)c2c(c1)CN(C1CCCCC1)CO2,104,94,90,97,106,95,88,92
N=C(N)n1ncc2c1CCC/C2=N/N=C(N)N,100,101,98,111,102,108,104,101
O=C(N=Nc1c(O)n(Cc2ccccc2)c2ccccc12)c1cc2ccccc2[nH]1,93,88,67,97,86,102,88,80
c1ccc(-c2nnc(Cn3c(Cc4cccc5ccccc45)nc4ccccc43)o2)cc1,79,91,76,81,104,87,77,77
O=C(NCCCNc1nccc(-n2ccc3cccnc32)n1)c1ccc(F)cc1,nt,99,97,101,105,104,104,90
O=C1CCC(=O)N1CC(O)COc1ccccc1 (stereo unspecified),122&134,112&85,122&108,113&91,87&125,161&105,160&108,124&104
Cc1ccc(NCC(=O)Cn2cc(COc3ccc(C=Nc4cnc5ccccc5c4)cc3)nn2)cc1,115,nt,105,107,136,106,102,102
Cc1cccc(N2CCN(CC(=O)NCc3cc(C)n(-c4ccccc4)n3)CC2)c1C,96,87,69,91,91,96,97,91
Cc1ccc(S(=O)O)cc1,139,96,106,110,nt,117,106,106
CSc1nc(N)nn1S(=O)(=O)c1ccccc1,97,99,90,97,99,95,101,91
N#C/C(=N\Nc1ccc(Cl)cc1)C(=O)Nc1cc(-c2ccccc2)nn1-c1ccccc1,11,73,15,24,11,47,2.1*,17
COc1cc(C2=NN(C(C)=O)C(c3ccc(Oc4ccc(Br)cc4)cc3)C2)cc(OC)c1OC (stereo unspecified),75,80,38,61,94,79,105,65
O=C(NCc1ccccc1)C1=COCCS1,94,93,93,98,101,92,101,96
O=C(CC1(O)C(=O)Nc2c(Cl)ccc(Cl)c21)c1ccc(Cl)cc1Cl (stereo unspecified),90,100,76,109,99,94,100,92
O=C(O)/C=C\c1ccc(N=[N+]([O-])c2ccc(/C=C\C(=O)O)cc2)cc1,91,99,92,122,91,91,102,96
CCSc1nnc(-c2cc3ccccc3oc2=O)o1,95,95,80,87,105,99,100,78
N#Cc1c(NC(=O)c2ccccc2C(F)(F)F)sc2c1CCC(=O)C2,12,6.3*,1.8*,3.1*,12,30,-17*,3.9*
Cc1ccc(NC(=O)N2CC(C)OC(C)C2)cc1[N+](=O)[O-] (stereo unspecified),115,96,101,96,94,96,66,92
COc1ccc(/C=C(\C#N)c2cc3ccccc3n2C(C)=O)cc1,83,nt,79,82,83,87,84,54
CCN1CCN(CCNc2nccc(-c3c(-c4ccc(F)c(OC)c4)nc4sccn34)n2)S1(=O)=O,93,40,87,51,38,78,-7.6*,50
COC(=O)c1ccc(NC(=O)c2ccc(-c3cccc([N+](=O)[O-])c3)o2)cc1,99,96,96,90,98,92,90,77
CCN(CC)S(=O)(=O)c1ccc(S(=O)(=O)N2CCC[C@@H](C(=O)NC3COC3)C2)cc1,85,88,65,94,80,101,87,89
NS(=O)(=O)c1ccc(Cn2c(=O)c3cc4c(=O)n(Cc5ccc(S(N)(=O)=O)cc5)c(=O)c4cc3c2=O)cc1,99,114,99,103,109,99,96,94
COc1cc(-c2nc(-c3ccccc3)c(-c3ccccc3)[nH]2)cc(OC)c1O,11,-48*,6.1*,0.1*,-40*,9.7*,-29*,-86*
O=Cc1cccc(Cl)c1Cl,95,99,96,93,108,115,95,96
COC(=O)C1CCN1C(C)(C)C (stereo unspecified),105,102,98,122,97,100,113,95
Cc1nn(-c2ccccc2)c2nc3c(nc12)C(=O)c1ccccc1-3,86,88,34,84,94,85,109,21
CC1NC(=S)NC(c2cccs2)=C1C(=O)/C=C/N(C)C (stereo unspecified),65,95,39,95,102,105,97,88
Oc1ccc(Cc2ccccc2)cc1,61,nt,85,89,87,nt,87,100
CCCCCCc1cc(N=Nc2ccc(S(=O)(=O)Nc3cc(C)nc(C)n3)cc2)c(O)cc1O,90,96,94,111,90,110,93,93
CCn1c(Sc2nnc(/N=C3\NC(=O)CS3)s2)nc2c1c(=O)n(C)c(=O)n2C,99,99,105,108,119,95,102,95
COc1ccc(C/C(C)=C(\c2ccc(OCCCN(C)C)cc2)c2ccc(OC(=O)c3ccccc3)cc2)cc1,80,85,77,92,87,78,100,32
C[C@]12C=CC(=O)C=C1[C@@H](F)C[C@@H]1[C@@H]2[C@@H](O)C[C@@]2(C)[C@H]1CC[C@]2(O)C(=O)CO,79,103,99,81,107,nt,82,87
Cc1cc(NS(=O)(=O)c2ccc(N=Nc3c(Nc4ccccc4)nn(-c4ccc(S(=O)(=O)Nc5ccncn5)cc4)c3C)cc2)no1,106,100,98,108,87,92,99,100
O=C1NC(=S)S/C1=C\c1ccc(Cl)c(Cl)c1,83,95,73,93,109,84,80,89

# The results go on:
SMILES,BT-549,LOX IMVI,T-47D,MDA-MB-231,SK-MEL-2,HS 578T,MALME-3M,MCF7
O=C1Nc2ccc(Cl)cc2/C1=C/c1ccc[nH]1,49,95,13,41,96,114,99,16
C=CCn1c2c(c3ccccc31)CCC2,101,97,98,101,116,111,113,98
Cc1cc(=O)[nH]c(SCC(=O)Nc2nc(-c3ccc(Cl)cc3)cs2)n1,99,98,80,101,99,118,114,87
Nc1nc2c(nc(N3CCCCC3)n2[C@@H]2O[C@H](CO)[C@@H](O)[C@H]2O)c(=O)[nH]1,105,97,nt,107,110,105,93,99
COc1cc2c(cc1OC)-c1ccc3cc4c(cc3c1N(CCCN1CCCCC1)C2)OCO4,41,32,59,34,69,56,77,46
Nc1ccc(SCc2nc3cccc4c3n2CCC4)cc1,99,102,93,99,106,108,111,100

# Compounds were not picked by outcome, and some 11% of all compounds hit somewhere here.
